From PubChem
A-T KAP1 phos = potential ataxia-telangiectasia treatment. […] A-T fibroblasts, KAP-1 phosphorylation AlphaLISA; neocarzinostatin DNA damage 30 min before lysis. Potency, µM (highest dose often 57.5 µM), for the others: at the top dose activation, hits mostly activators. actives 0.19% (n = 320,000); note: potency is the fitted concentration of half-maximal effect; % of control where 0% means no effect; nearly all actives have a fitted effect of over 45% in size
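ATM-like activity read as KAP-1 phosphorylation via AlphaLISA donor/acceptor antibody pairs after lysis and 6 hr at 25C. Cells were ATM-null patient fibroblasts ([…], hTERT), dosed 60 min, then exposed to the DSB inducer NCS for 30 min.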
a7 integrin act = activates integrin-mediated alleviation for muscular dystrophy. alpha7betagal myoblasts, beta-gal FDG fluorescence, 48 h. Potency, µM (doses to about 38.3 µM), for the others: top-dose activation, actives largely listed as activators. actives 0.064% (n = 350,000). AID 624291;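 note: potency is the fitted concentration of half-maximal effect; 100% = response of the positive control SU9516; nearly all actives have a fitted effect of over 60% in size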
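alpha7betagal+/- myoblasts (passage 13, 250/well) treated 48 h at 37C with compounds at 1:260 dilution of DMSO stock. Lysed, then beta-galactosidase activity read as FDG fluorescence (ex 480/em 540) after 30 min, with pre-read for autofluorescence.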
Mito fusion yeast = blocks mitochondrial division or promotes mitochondrial fusion; S. cerevisiae fusion-defective mutant growth rescue, CellTiterGlo 48 h; Potency, µM (titrated, usually from 46.1 µM), without a hit: at the highest dose growth rescue (activation), most hits filed as activators; actives 0.23% (n = 320,000); AID 485298;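 note: potency is the fitted concentration of half-maximal effect; % of control where 0% means no effect; nearly all actives have a fitted effect of over 45% in size; temperature-sensitive fusion mutants such as fzo1-1 at 37 °C on non-fermentable ethanol glycerol medium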
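Temperature-sensitive fusion-defective S. cerevisiae (e.g. fzo1-1, mgm1-5) were grown with compound in YPEG medium (3% ethanol, 3% glycerol) for 48 hours at 37C. Growth rescue was measured as viability by CellTiterGlo luminescence after 10 minutes at ambient.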
Eya2 inh = blocks the phosphatase activity of human Eya2 | O00167 | recombinant Eya2, OMFP fluorescence dephosphorylation (OMFP is methylfluorescein phosphate) | Potency, µM (titrated, usually from 76.9 µM), inactives show top-dose activity, negative = inhibition, hits mostly inhibitors | actives 0.006% (n = 330,000); note: potency is the fitted concentration of half-maximal effect; % is set by controls: 0 for no effect and ±100 for the full control effect
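Eya2 protein (added as 0.2 uM solution) was preincubated with compound for 10 min at ambient temperature in 50 mM HEPES pH 7.5, 50 mM NaCl, 5 uM MgCl2, 0.05% BSA, 1 mM DTT. OMFP (added at 50 uM) then reacted 10 min; fluorescence read at 485/525 nm.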
Chronic BCR inh = chronic active BCR signaling inhibition | Potency, µM (top dose mostly 46.1 µM), without a hit: at the top dose ratio change, negative = lower green/red ratio, actives largely listed as inhibitors | ABC-DLBCL IkBa-CBG/CBR reporter, luminescence ratio, 4 h | actives 0.05% (n = 340,000); active = well fitted inhibition curve with a large enough effect in the signal ratio, with a control signal flat, not every such curve was filed as active; inconclusive = small, poorly fitted or top-dose-only effect, or effect the other way, or a change in a side signal; the % refers to the signal ratio;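 note: potency is the fitted concentration of half-maximal effect; plate controls were basal doxycycline-induced cells for no effect and cells given 10 µM MG132 for full effect; MG132 reads +100%, hits lower the ratio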
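Concentration-response series (up to 46 uM) were applied to TMD8 dual-reporter cells for 4 h at 37C with doxycycline. Green/red ratio, after filter-overlap correction, defined %Activity; red signal alone was normalised to basal cells and zero luminescence.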
Tb PFK inh = T. brucei PFK enzyme inhibition; actives 0.17% (n = 330,000); T. brucei PFK, ADP-Glo luminescence; Potency, µM (top dose mostly 57.5 µM), for the others: at the highest dose activity, negative = inhibition, actives largely listed as inhibitors;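 note: potency is the fitted concentration of half-maximal effect; 0% = uninhibited 1x PFK enzyme wells and -100% = no-enzyme wells; nearly all actives have a fitted effect of over 60% in size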
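PFK 1.25 nM, F6P 0.5 mM, ATP 0.1 mM, 0.1 M TEA pH 8.0, 5 mM MgCl2, 0.01% Tween20, 0.1% BSA; 45 min RT. ADP-Glo readout. qHTS titration up to 57 uM; curves fitted, compounds curve-classed.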
TCR act = T cell receptor activation; Potency, µM (highest dose often 9.22 µM), inactives show top-dose activation of IL-2 secretion, actives largely listed as activators; 330,000 tested, under 10 active; primary human leukocytes, anti-CD3, IL-2 HTRF, 48 h; AID 504894; note: % of control where 0% means no effect
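Primary human leukocytes receive a-CD3 beads and test compound and are incubated 48 hr. Secreted IL-2 is then assayed by HTRF, measuring 665nm acceptor emission after 320nm excitation of the europium donor.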
ASM inhibitor = inhibitors of human secretory acid sphingomyelinase | actives 0.006% (n = 340,000) | P17405 | Potency, µM (series often up to 57.5 µM), for inactives: at the highest dose activity change, negative = inhibition, most hits filed as inhibitors | placental ASM, HMU-PC fluorogenic substrate, 60 min; note: potency is the fitted concentration of half-maximal effect
Target sequence (P17405 47-631 limits assumed): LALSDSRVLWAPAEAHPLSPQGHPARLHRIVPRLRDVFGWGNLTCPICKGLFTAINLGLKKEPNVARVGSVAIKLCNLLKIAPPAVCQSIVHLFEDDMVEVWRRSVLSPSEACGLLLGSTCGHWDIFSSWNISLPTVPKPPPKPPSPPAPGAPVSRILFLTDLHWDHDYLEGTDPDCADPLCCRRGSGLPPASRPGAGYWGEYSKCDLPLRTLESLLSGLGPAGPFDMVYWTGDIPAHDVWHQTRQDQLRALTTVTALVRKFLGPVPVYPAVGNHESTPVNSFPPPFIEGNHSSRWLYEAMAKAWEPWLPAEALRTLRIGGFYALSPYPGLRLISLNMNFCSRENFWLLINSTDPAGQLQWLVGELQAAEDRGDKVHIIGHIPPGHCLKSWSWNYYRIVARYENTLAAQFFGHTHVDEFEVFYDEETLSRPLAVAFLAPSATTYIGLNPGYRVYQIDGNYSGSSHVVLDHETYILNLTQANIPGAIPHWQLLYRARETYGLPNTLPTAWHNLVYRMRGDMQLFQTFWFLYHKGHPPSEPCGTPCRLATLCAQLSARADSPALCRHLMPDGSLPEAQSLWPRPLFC
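Human placenta-derived ASM enzyme was preincubated with compound for 10 minutes at room temperature, then given fluorogenic substrate HMU-PC0 (9 uM final) for 60 minutes at 37 °C; a pH 10 stop preceded fluorescence reading at Ex 386/Em 447 nm.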
PTAP TSG101 blk = blocks PTAP/TSG101 interaction to inhibit HIV-1 budding; Q99816; 340,000 tested, under 10 active; AID 493005; Fluorescence polarization, FITC-PTAP peptide / Tsg101 binding; Potency, µM (highest dose often 115 µM), for the others: top-dose activity change, negative = inhibition, actives largely listed as inhibitors; active = well fitted inhibition curve with a large enough effect in the main read-out, with a control signal flat, not every such curve was filed as active; inconclusive = small, poorly fitted or top-dose-only effect, or effect the other way, or a change in a side signal; inactive = no such curve, though single readings can be large or run the other way; note: potency is the fitted concentration of half-maximal effect; % of control where 0% means no effect
Target sequence (Q99816 whole entry, looked up): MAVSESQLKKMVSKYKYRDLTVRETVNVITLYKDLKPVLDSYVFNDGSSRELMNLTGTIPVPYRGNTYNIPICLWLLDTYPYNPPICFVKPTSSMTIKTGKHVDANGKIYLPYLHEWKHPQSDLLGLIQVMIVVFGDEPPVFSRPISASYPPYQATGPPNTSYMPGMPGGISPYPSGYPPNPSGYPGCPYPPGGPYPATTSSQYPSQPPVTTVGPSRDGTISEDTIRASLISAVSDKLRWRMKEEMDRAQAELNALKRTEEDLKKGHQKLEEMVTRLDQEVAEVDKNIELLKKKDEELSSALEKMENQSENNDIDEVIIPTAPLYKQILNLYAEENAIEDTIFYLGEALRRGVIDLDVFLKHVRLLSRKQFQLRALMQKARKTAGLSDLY
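FP read-out: FITC-PTAP peptide, 50 nM final, binding Tsg101 binding domain, 10 uM final; 20 min, r.t.; 10 mM HEPES pH 7.5, 0.15 M NaCl, 0.01% Tween 20, 3 mM EDTA, 0.1 mM TCEP.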
ELG1 repair inh = blocks ELG1-dependent DNA repair in HEK293T cells; HEK293T ELG1-luciferase reporter, luminescence, 16 h; DNA damage induced by 5-fluorouridine; Potency, µM (doses to about 46.1 µM), for the others: at the top dose activity change, negative = inhibition, most hits filed as inhibitors; actives 2.3% (n = 330,000); AID 504467; note: potency is the fitted concentration of half-maximal effect; % is set by controls: 0 for no effect and ±100 for the full control effect; nearly all actives have a fitted effect of over 55% in size
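HEK293T cells expressing luciferase-tagged ELG1 (2,000/well) received 5-Fluorouridine plus compound or DMSO for 16 hr at 37 °C. Luciferase was read by ONE-Glo luminescence after 30 min at room temperature.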
TSHR antag = antagonists of human thyroid stimulating hormone receptor | actives 0.2% (n = 330,000) | TSHR-expressing cells, TSH-stimulated cAMP HTRF, 2 h; hits give low values | P16473 | activity change, negative = inhibition, % at 11.5 µM;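 active = activity change below a set negative limit, meaning inhibition stronger than a set level, cut at about -70% in these data; inconclusive = activity change between two set negative limits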; note: % is set by controls: 0 for no effect and ±100 for the full control effect
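Freshly harvested TSHR cells receive pin-tooled compound, then EC80 TSH at 4nM final. After 2 hours at 37 deg C, antibody in lysis buffer and cAMP-d2 are added; 30 minutes at ambient temperature precede the HTRF read.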
The depositor's hits bear a star; ? = inconclusive; . = not tested or not shown; [ ] = remark or other dose. Unless noted, calls come from the whole dose curve; as a rule, active = well fitted curve in the direction sought with a large enough effect; inconclusive = small, poorly fitted or top-dose-only effect, or another doubt; inactive = no such curve, though single readings can be large; an effect the other way counts as inactive or inconclusive.

Every second line gives: TSHR antag	TCR act	Mito fusion yeast	a7 integrin act	ELG1 repair inh	Chronic BCR inh	A-T KAP1 phos	Tb PFK inh	Eya2 inh	ASM inhibitor	PTAP TSG101 blk
> COc1cc(OC)cc(C(=O)OCC(=O)Nc2cccc(C(C)=O)c2)c1
 : -6	1%	6%	41%	?	?	0%	-16%	-4%	-2%	-1%
> CCc1cc2c(NCc3ccco3)ncnc2s1
 : -12	-12%	-4%	4%	-1%	-7%	12%	-4%	-19%	3%	-3%
> CC1(C(=O)NC2CCCCCCC2)CCC(=O)N1Cc1cccs1 (centres undefined)
 : 2	-1%	4%	24%	-7%	-2%	.	2%	15%	8%	-5%
> CC(C)N(C(=S)Nc1cccc(S(=O)(=O)N(C)C)c1)c1ccccc1
 : -3	-2%	-1%	1%	0%	-1%	18%	3%	-26%	3%	-1%
> Cc1ccc(-n2ncc(C#N)c2/N=C/N2CCN(C)CC2)cc1
 : -2	-8%	-1%	-2%	2%	-7%	-7%	-4%	-3%	6%	-5%
> COc1ccc(Cn2c(-c3ccc(C)cc3)c[n+]3ccccc23)cc1
 : 10	-1%[46.1 µM]	-1%	-61%	?	-4%	8%	5%	-15%	-1%	2%
> O=[N+]([O-])c1ccc(NCc2ccc(Cl)cc2)nc1
 : -8	-1%	0%	6%	?	25%	4%	-28%	6%	-5%	6%
> O=C(CSc1nnc(-c2cccnc2)n1CCc1ccccc1)NCc1ccccc1
 : 1	-2%[46.1 µM]	-1%	-3%	0%	0%	1%	-1%	-3%	0%	-1%
> O=C(CCS(=O)(=O)c1ccc(F)cc1)Nc1ccc(N2CCN(Cc3ccccc3)CC2)cc1
 : 21	2%	0%	-23%	-7%	2%	-6%	2%	-7%	5%	-2%
> COc1ccc2[nH]c3c(c2c1)CCN1C(=O)C(CC(=O)NCCCN(C)C)C[C@H](C(=O)N2CCCCC2)[C@@]31C (some centres undefined)
 : -7	-4%[46.1 µM]	.	35%	10%	-1%	8%	2%	5%	4%	-6%
> O=C(O)C1Sc2[nH]c(=O)sc2C2c3ccc(O)cc3OC(=O)C12 (centres undefined)
 : -8	5%	-1%	0%	6%	-3%	1%	?	1%	277%[activator]	-3%
> COc1ccc(CNC(=O)CSc2cc(=O)n(C)c3ccccc23)cc1
 : 1	5%	0%	1%	29%	-14%	6%	0%	3%	1%	-1%
> CC(/C=N/N1CCN(c2ccc(C)cc2)CC1)=C\c1ccccc1
 : 7	-1%[46.1 µM]	-9%	-5%	15%	-2%	-5%	10%	4%	1%	-1%
> Cc1cc(C)n2nc(C(=O)OCCOc3ccc(Br)cc3)nc2n1
 : -10	0%	0%	23%	3%	-1%	3%	-2%	2%	6%	-15%
> COCCN(C(=O)COC(=O)CCOc1ccccc1C)c1c(N)n(Cc2ccccc2)c(=O)[nH]c1=O
 : 5	4%	-9%	0%	-3%	-11%	3%	-2%	0%	.	-1%
> CC(C)COc1ccc(CNC(=S)NCc2ccccc2)cc1
 : -10	.	-9%	-48%[inhibitor]	-2%	-10%	3%	-5%	-27%	-10%	-4%
> Nc1nccnc1C(=O)OCC(=O)NCCc1ccc(S(N)(=O)=O)cc1
 : 16	0%	-2%	22%	-8%	2%	9%	-21%	18%	370%[activator]	-7%
> OCCC1CN(Cc2ccc(-c3ccco3)cc2)CCN1Cc1ccsc1 (centres undefined)
 : 8	-3%	-15%	10%	-13%	13%	0%	-2%	-15%	-3%	-6%
> CCOC(=O)c1c(C)[nH]c(C(=O)N2CCN(c3ccc(OC)cc3)CC2)c1C
 : 6	0%	-9%	?	?	-8%	-3%	-2%	2%	-4%	0%
> CC(C)(C)c1ccc(NC(=O)c2c(F)cccc2Cl)cc1
 : -20	-12%	5%	-71%	?	?	1%	1%	4%	-12%	1%
> O=C(/C=C/c1cccc([N+](=O)[O-])c1)NCCSCc1ccccc1Cl
 : -8	-1%[46.1 µM]	17%	-2%	-18%	2%	5%	0%	0%	-12%	-4%
> O=C(COc1ccc(Br)cc1)NC(=S)Nc1ccccc1N1CCOCC1
 : -10	5%	-20%	7%	-10%	2%	-3%	5%	9%	4%	.
> O=C1Nc2ccccc2/C1=C/c1ccnc2ccccc12
 : -7	7%	7%	3%	-20%	-9%	4%	1%	3%	-5%	-7%
> Cc1[nH][nH]c(=O)c1C(c1ccc(-c2ccc(F)cc2)o1)c1c(C)[nH][nH]c1=O
 : 0	1%	-8%	-21%	-1%	0%	6%	-15%	-2%	-2%	1%
> CCOc1cc(N2CCOCC2)c(OCC)cc1NC(=O)CSc1ncccc1C(=O)O
 : -13	4%[46.1 µM]	.	-11%	10%	?	3%	3%	-1%	-1%	1%
> COc1ccc(C(=O)Nc2n[nH]c(-c3ccncc3)n2)cc1
 : -3	4%	0%	-5%	3%	?	-3%	0%	9%	11%	0%
> CCCCCCn1c(C(C)O)nc2ccccc21 (centres undefined)
 : 8	1%	0%	-18%	0%	?	8%	7%	-2%	1%	-3%
> CC(=O)c1cccc(NC(=O)COC(=O)C2CCCN2C(=O)c2cccs2)c1 (centres undefined)
 : -10	0%[46.1 µM]	.	19%	2%	?	-6%	3%	3%	-1%	1%
> Cc1ccc(NC(=O)CN(C)C(=O)Cn2ccsc2=N)cc1
 : -1	-13%	0%	-19%	?	1%	1%	4%	-6%	4%	-2%
> COc1cc2c(cc1OC)/C(=C/c1ccc(Cl)cc1)C(=O)OC2
 : -22	-3%[46.1 µM]	?	-44%[inhibitor]	-12%	?	2%	0%	3%	-18%	-1%
> CCN(CC)c1ccc(NC(=O)c2cc(OC)cc(OC)c2)c(C)c1
 : 3	0%	3%	-16%	15%	?	-6%	0%	1%	0%	-5%
> COc1ccc([N+](=O)[O-])cc1N1C(=O)c2cccc3cccc(c23)C1=O
 : 10	0%[46.1 µM]	0%	-17%	-2%	-4%	1%	4%	-2%	.	0%
> Cc1nc(-c2ccc(C#N)cc2)cs1
 : 6	1%	-5%	-23%	14%	9%	1%	0%	-5%	-1%	1%
> COC(=O)c1sccc1NC(=O)c1csc2c1CCCC2
 : -23	-8%	21%	9%[7.66 µM]	?	10%	16%	0%	-8%	-9%	2%
> CSc1ccc(CNC(=O)C(C)n2nc(C)c3c(C)n(-c4ccccc4)nc3c2=O)cc1 (centres undefined)
 : 1	1%	-4%	-24%	-3%	2%	1%	21%	-4%	-1%	-2%
> Cc1c(C(=O)O)sc2nc(/C=C/c3cccc(F)c3)[nH]c(=O)c12
 : 0	-13%	-5%	-5%	10%	?	-1%	-14%	-10%	87%[activator]	0%
> CC(=O)Nc1ccc(NC(=S)NC(=O)c2oc3ccccc3c2C)cc1
 : 7	-4%[46.1 µM]	0%	-10%	12%	4%	12%	0%	-3%	-5%	-2%
> Cc1cc(C)c2nc(N)sc2c1
 : -4	-1%	14%	13%	0%	-5%	-1%	-4%	-3%	3%	-7%

Compound profiles (already shown). Order of screens: TSHR antag	TCR act	Mito fusion yeast	a7 integrin act	ELG1 repair inh	Chronic BCR inh	A-T KAP1 phos	Tb PFK inh	Eya2 inh	ASM inhibitor	PTAP TSG101 blk
Entry for `CC(C)(C)c1ccc(NC(=O)c2c(F)cccc2Cl)cc1` → -20	-12%	5%	-71%	?	?	1%	1%	4%	-12%	1%
Entry for `O=C(CSc1nnc(-c2cccnc2)n1CCc1ccccc1)NCc1ccccc1` → 1	-2%[46.1 µM]	-1%	-3%	0%	0%	1%	-1%	-3%	0%	-1%
